All columns: NCI-60 one-dose screen, growth in % after 48 h at 10 µM unless noted; 100 = growth as untreated, 0 = no growth, -100 = all killed.
HCC-2998 = HCC-2998 colon cancer. AID 1794799. actives 4.7% (n = 79,000)
U251 = U251 CNS tumor cells | actives 5.4% (n = 80,000)
PC-3 = PC-3 prostate cancer cells; actives 3.9% (n = 80,000); AID 1794754
SNB-19 = SNB-19 CNS cancer cells. AID 1794751. actives 2.5% (n = 81,000)
SF-295 = SF-295 CNS cancer cells. actives 5.6% (n = 79,000)
SF-268 = SF-268 CNS cancer cells; actives 3.1% (n = 82,000); AID 1794759
SNB-75 = SNB-75 CNS cancer. actives 5% (n = 79,000)
SF-539 = SF-539 CNS cancer; actives 6.8% (n = 81,000)
* = called active by the depositor. How the source made its calls: active means growth percent below 10; inactive means the rest.

`O=C1N(Cl)C2C(N1Cl)N(Cl)C(=O)N2Cl` (stereo not drawn) gave U251 105, PC-3 97, SNB-19 101, SF-295 107, SF-268 97, SNB-75 81 and SF-539 105.
Screening COc1ccc(NC(=O)c2cc3ccc4c5ccccc5[nH]c4c3cc2O)cc1 returned HCC-2998 85, U251 97, SNB-19 78, SF-295 108, SF-268 74, SNB-75 96 and SF-539 81.
CC(=S)N/C=C(/c1ccc(Cl)cc1Cl)S(=O)(=O)Cc1ccc(Cl)cc1Cl was read as HCC-2998 96, U251 92, PC-3 87, SNB-19 103, SF-295 114, SF-268 95, SNB-75 108 and SF-539 98.
For COc1cc2ncnc(Nc3ccc4c(cnn4C(=O)Nc4ccc(Cl)c(Cl)c4)c3)c2cc1OC the results were HCC-2998 89, PC-3 87, SNB-19 102, SF-295 110, SF-268 98, SNB-75 108 and SF-539 119.
Screening O=[N+]([O-])c1ccc(NCSc2ccc(Cl)cc2)cc1 returned U251 82, PC-3 81, SNB-19 103, SF-295 105, SF-268 94, SNB-75 99 and SF-539 100.
O=C(Cn1cc(CN2C(=O)c3ccc([N+](=O)[O-])cc3C2=O)nn1)Nc1ccc(Cl)cc1Cl was read as HCC-2998 101, U251 107, PC-3 97, SNB-19 99, SF-295 106, SF-268 101, SNB-75 86 and SF-539 100.
`OB(O)CC[C@H]1OC[C@H](O)[C@@H](O)[C@@H]1O` gave HCC-2998 119, U251 98, PC-3 95, SNB-19 92, SF-295 100, SF-268 107, SNB-75 90 and SF-539 104.
Screening COc1ccc(Br)cc1OC returned HCC-2998 101, U251 104, PC-3 100, SNB-19 108, SF-295 106, SF-268 103, SNB-75 105 and SF-539 110.
Cc1ccc(C)n1-c1ccsc1C(=O)NNC(=O)CCl was read as HCC-2998 116, U251 96, PC-3 93, SF-295 103, SNB-75 112 and SF-539 101.
`FC(F)(F)c1ccc(-c2ccc(C3CC3)o2)cc1` gave HCC-2998 101, U251 108, PC-3 110, SNB-19 96, SF-295 104, SF-268 105, SNB-75 105 and SF-539 92.
COC(=O)c1c(NC(=O)c2cc(C)oc2C)sc2c1CCCC2 was read as HCC-2998 98, U251 98, PC-3 93, SNB-19 94, SF-295 99, SF-268 94, SNB-75 85 and SF-539 95.
Screening O=[N+]([O-])c1ccc(NC(=S)NNC(=S)Nc2ccc([N+](=O)[O-])cc2)cc1 returned HCC-2998 91, U251 96, PC-3 88, SNB-19 94, SF-295 90, SF-268 94, SNB-75 89 and SF-539 88.
`C[C@@]1(O)c2ccccc2N2C(=O)C(=O)N3[C@H](c4cccnc4)[C@@]45C=C[C@@]23[C@H]1[C@@H]4CC(=O)N5` gave HCC-2998 106, U251 105, PC-3 94, SNB-19 97, SF-295 99, SF-268 107, SNB-75 94 and SF-539 103.
`Cc1nc2ccccc2c(/C=C/c2ccc(Cl)cc2)c1C(=O)/C=C/c1ccc(C(F)(F)F)cc1` gave HCC-2998 -81*, U251 -84*, PC-3 -52*, SNB-19 -80*, SF-295 -88*, SF-268 -54*, SNB-75 -80* and SF-539 -90*.
For CN(C)C=C1C(=O)c2ccccc2C1=O the results were HCC-2998 95, U251 94, PC-3 98, SF-295 95, SF-268 99, SNB-75 69 and SF-539 88.
O=c1cc(-c2ccccc2)oc2ccc(O)cc12 was read as HCC-2998 107, U251 83, PC-3 119, SNB-19 84, SF-295 105, SF-268 95, SNB-75 104 and SF-539 89.
`O=C(c1ccccc1)C1CCC1` gave HCC-2998 100, U251 76, PC-3 90, SNB-19 103, SF-295 104, SF-268 100 and SF-539 103.
`N#Cc1nc(Cc2cccc3ccccc23)oc1N1CCN(C(c2ccccc2)c2ccccc2)CC1` gave U251 99, PC-3 94, SNB-19 96, SF-295 103, SF-268 118, SNB-75 100 and SF-539 101.
`O=C1c2ccccc2-c2c1c1c3ccccc3n(CCBr)c1c1c3ccccc3n(CCBr)c21` gave HCC-2998 110, U251 95, PC-3 74, SNB-19 103, SF-295 91, SF-268 94, SNB-75 93 and SF-539 101.
`O=C(O)/C(=C/C=C/c1ccccc1)c1csc(-c2nc(/C(=C\C=C\c3ccccc3)C(=O)O)cs2)n1` gave HCC-2998 109, PC-3 82, SNB-19 103, SF-295 111, SF-268 100, SNB-75 88 and SF-539 94.
Cn1cc(-c2cc3nc(-c4cn(C)c5ncccc45)cc(N)n3n2)c2cc(Cl)ccc21 was read as HCC-2998 -98*, U251 -80*, PC-3 -82*, SNB-19 -88*, SF-295 -82*, SF-268 -45* and SF-539 -98*.
For C(=N\Nc1nc(-c2ccccc2)cs1)/c1cccs1 the results were HCC-2998 95, U251 85, PC-3 65, SNB-19 105, SF-295 50, SF-268 73, SNB-75 72 and SF-539 95.
CC(=O)OCC1OC(OC2C(COC(C)=O)OC(Sc3ccccc3)C(OC(C)=O)C2OC(C)=O)C(OC(C)=O)C(OC(C)=O)C1OC(C)=O (stereo not drawn) was read as HCC-2998 95, U251 96, PC-3 95, SNB-19 99, SF-295 104, SF-268 100, SNB-75 92 and SF-539 104.
`COc1cc2c(cc1NC(=O)c1ccccc1-c1ccccc1C(=O)O)-c1ccccc1C2` gave HCC-2998 103, PC-3 81, SNB-19 101, SF-295 100, SF-268 105, SNB-75 84 and SF-539 108.
COc1ccc(/C=C(\C#N)C(N)=O)cc1 was read as HCC-2998 110, U251 102, PC-3 101, SNB-19 101, SF-295 110, SF-268 98, SNB-75 79 and SF-539 111.
O=c1ccc2ccc(OCc3cn(Cc4ccccc4)nn3)cc2o1 was read as HCC-2998 109, PC-3 99, SNB-19 95, SF-295 102, SF-268 101, SNB-75 85 and SF-539 101.
`CCCCCCC(C)(O)c1ccccc1` (stereo not drawn) gave HCC-2998 102, U251 109, SNB-19 104, SF-295 125, SF-268 107, SNB-75 91 and SF-539 110.
For COC(=O)CNC(=O)[C@H](CCSC)NC(=O)[C@H](Cc1ccccc1)NC(=O)[C@@H]1CCCN1C(=O)OC(C)(C)C the results were HCC-2998 107, U251 99, PC-3 98, SNB-19 97, SF-295 100, SF-268 95, SNB-75 85 and SF-539 102.
For O=C(O)c1cn(C2CC2)c2cc(N3CCN(C(=O)CN4C(=O)S/C(=C/c5ccc(F)cc5)C4=O)CC3)c(F)cc2c1=O the results were HCC-2998 107, U251 109, PC-3 96, SNB-19 96, SF-295 100, SF-268 100 and SF-539 102.
For Nc1nc(N)c(-c2ccc(Cl)cc2)c(CBr)n1 the results were HCC-2998 116, U251 101, PC-3 93, SNB-19 107, SF-295 104, SF-268 90, SNB-75 90 and SF-539 111.
Cn1cc(-c2cc3nc(-c4c[nH]c5ccccc45)cc(N)n3n2)c2ccccc21 was read as HCC-2998 -78*, U251 -91*, PC-3 -70*, SNB-19 19, SF-295 -61*, SF-268 77, SNB-75 92 and SF-539 -97*.
CC(=O)Nc1ccc(S(=O)(=O)/N=C(/C)N)cc1 was read as HCC-2998 105, U251 96, PC-3 88, SNB-19 101, SF-295 100, SF-268 104, SNB-75 91 and SF-539 100.
CN1CCN(Cc2cc(C(=O)/C=C/c3c[nH]c4ccccc34)ccc2O)CC1 was read as U251 96, PC-3 81, SNB-19 100, SF-268 100 and SF-539 96.
CC1(C)CCC(C)(C)c2cc3c(cc21)C(C)(C)CCC3(C)C was read as HCC-2998 108, U251 100, PC-3 104, SNB-19 113, SF-295 95, SF-268 105, SNB-75 105 and SF-539 111.
c1ccc2[nH]c(-c3ccc(-c4nccc5c4[nH]c4ccccc45)cc3)nc2c1 was read as HCC-2998 74, U251 24, PC-3 86, SNB-19 55, SF-295 75, SF-268 52, SNB-75 65 and SF-539 -40*.
O=C(Oc1ccccc1-c1ccccc1)c1ccc(Cl)cc1 was read as HCC-2998 109, U251 103, PC-3 101, SNB-19 107, SF-295 107, SF-268 102, SNB-75 96 and SF-539 104.
Screening Cc1ccc(-c2nc(C#N)c(N3CCN(S(C)(=O)=O)CC3)o2)cc1 returned HCC-2998 112, U251 101, PC-3 96, SNB-19 91, SF-295 105, SF-268 92, SNB-75 93 and SF-539 95.
For CCCn1c(=O)c2[nH]c(-c3ccc(OCc4nc5ccc(F)cc5[nH]4)cc3)nc2n(CCC)c1=O the results were HCC-2998 83, U251 0.2*, PC-3 36, SNB-19 50, SF-295 11, SF-268 47, SNB-75 -23* and SF-539 -69*.
Screening COc1ccc(-c2nc(SC(C)C)nc(NN)c2C#N)cc1 returned HCC-2998 59, U251 56, PC-3 60, SNB-19 61, SF-295 41, SF-268 58, SNB-75 81 and SF-539 61.
For O=C(CN1C(=O)c2ccccc2C1=O)N1CCOCC1 the results were HCC-2998 104, U251 98, PC-3 98, SNB-19 105, SF-295 98, SF-268 99, SNB-75 105 and SF-539 100.
Screening COC(C)CNC1=C(Cl)C(=O)c2ccccc2C1=O (stereo not drawn) returned HCC-2998 120, U251 81, PC-3 95, SNB-19 105, SF-295 83, SF-268 97, SNB-75 20 and SF-539 116.
`Brc1cscc1Br` gave HCC-2998 114, U251 85, PC-3 90, SNB-19 98, SF-295 91, SF-268 117, SNB-75 102 and SF-539 99.
Screening Cc1cc(O)c(C(C)C)cc1N=Cc1ccccc1Cl returned HCC-2998 104, U251 103, PC-3 94, SNB-19 96, SF-295 118, SF-268 102, SNB-75 88 and SF-539 104.
`c1ccc2c(c1)C(=NCCCN1CCCCCC1)c1cccn1-2` gave HCC-2998 112, U251 79, PC-3 85, SNB-19 92, SF-295 89, SF-268 102, SNB-75 86 and SF-539 86.
`C=C1C(=O)O[C@H]2[C@H]1CC/C(COC(=O)/C=C\C(=O)NCc1ccc(Cn3c(=O)sn(-c4ccc(Cl)cc4)c3=O)cc1)=C\CC[C@@]1(C)O[C@@H]21` gave HCC-2998 -77*, U251 -78*, PC-3 -64*, SNB-19 -8.3*, SF-295 56, SF-268 -74*, SNB-75 -83* and SF-539 -100*.
For CCSc1nc(-c2ccc(Br)cc2)c(C#N)c(=O)n1CC the results were HCC-2998 103, U251 99, PC-3 102, SNB-19 98, SF-295 86, SF-268 97, SNB-75 120 and SF-539 104.
Screening CC(=O)Oc1cccc(C2OCC(C)O2)c1 (stereo not drawn) returned HCC-2998 100, U251 99, PC-3 98, SNB-19 102, SF-295 100, SF-268 111, SNB-75 105 and SF-539 124.
`Cc1ccc(S(=O)(=O)N2CCCC3OCCCC3=C2c2ccc(-c3ccccc3)cc2)cc1` (stereo not drawn) gave HCC-2998 99, U251 98, PC-3 89, SNB-19 98, SF-295 94, SF-268 92, SNB-75 91 and SF-539 101.
O=[N+]([O-])c1cccc(/C=N/N=C2c3ccccc3-c3ccccc32)c1 was read as HCC-2998 95, U251 102, PC-3 91, SNB-19 89, SF-295 102, SF-268 98, SNB-75 92 and SF-539 99.
`COc1cc2c(cc1OC)CC(C)N=C2` (stereo not drawn) gave HCC-2998 106, U251 95, PC-3 84, SNB-19 104, SF-295 101, SF-268 100, SNB-75 96 and SF-539 109.

Already shown: entries from further up.
Screening COC(C)CNC1=C(Cl)C(=O)c2ccccc2C1=O (stereo not drawn) returned HCC-2998 120, U251 81, PC-3 95, SNB-19 105, SF-295 83, SF-268 97, SNB-75 20 and SF-539 116.
`Brc1cscc1Br` gave HCC-2998 114, U251 85, PC-3 90, SNB-19 98, SF-295 91, SF-268 117, SNB-75 102 and SF-539 99.
Screening Cc1cc(O)c(C(C)C)cc1N=Cc1ccccc1Cl returned HCC-2998 104, U251 103, PC-3 94, SNB-19 96, SF-295 118, SF-268 102, SNB-75 88 and SF-539 104.
`c1ccc2c(c1)C(=NCCCN1CCCCCC1)c1cccn1-2` gave HCC-2998 112, U251 79, PC-3 85, SNB-19 92, SF-295 89, SF-268 102, SNB-75 86 and SF-539 86.
`C=C1C(=O)O[C@H]2[C@H]1CC/C(COC(=O)/C=C\C(=O)NCc1ccc(Cn3c(=O)sn(-c4ccc(Cl)cc4)c3=O)cc1)=C\CC[C@@]1(C)O[C@@H]21` gave HCC-2998 -77*, U251 -78*, PC-3 -64*, SNB-19 -8.3*, SF-295 56, SF-268 -74*, SNB-75 -83* and SF-539 -100*.
For CCSc1nc(-c2ccc(Br)cc2)c(C#N)c(=O)n1CC the results were HCC-2998 103, U251 99, PC-3 102, SNB-19 98, SF-295 86, SF-268 97, SNB-75 120 and SF-539 104.
Screening CC(=O)Oc1cccc(C2OCC(C)O2)c1 (stereo not drawn) returned HCC-2998 100, U251 99, PC-3 98, SNB-19 102, SF-295 100, SF-268 111, SNB-75 105 and SF-539 124.
`Cc1ccc(S(=O)(=O)N2CCCC3OCCCC3=C2c2ccc(-c3ccccc3)cc2)cc1` (stereo not drawn) gave HCC-2998 99, U251 98, PC-3 89, SNB-19 98, SF-295 94, SF-268 92, SNB-75 91 and SF-539 101.

Carrying on:
Screening c1ccc(Cn2nc3c(c2-c2ccccc2)-c2oncc2CC3)cc1 returned HCC-2998 98, U251 88, PC-3 69, SNB-19 102, SF-295 77, SF-268 107, SNB-75 85 and SF-539 110.
Screening CCN1C(=O)N(CC)C2C1NN=c1s/c(=C3\C(=O)N(C4CCCC4)c4ccccc43)c(=O)n12 (stereo not drawn) returned HCC-2998 -17*, U251 18, PC-3 25, SNB-19 35, SF-295 -6.1*, SF-268 43, SNB-75 -22* and SF-539 -39*.
N#Cc1c(-c2cccs2)cc(-c2cccc(Cl)c2)[nH]c1=O was read as HCC-2998 117, U251 102, PC-3 96, SNB-19 109, SF-295 100, SF-268 100, SNB-75 96 and SF-539 101.
COc1ccc(OCCCC(=O)Nc2nnc(C3CC3)s2)cc1 was read as HCC-2998 107, U251 104, PC-3 97, SNB-19 90, SF-295 113, SF-268 108, SNB-75 108 and SF-539 94.
For O=C(Nc1ccc(OS(=O)(=O)c2ccccc2)cc1)C12CC3CC(CC(C3)C1)C2 the results were HCC-2998 26, U251 35, PC-3 24, SNB-19 72, SF-295 46, SF-268 79, SNB-75 56 and SF-539 20.
